Source: PubChem (Emory University Molecular Libraries Screening Center)
14-3-3g Raf: modulators of human 14-3-3 gamma - Raf peptide interaction; FP, 14-3-3gamma / TMR-pS259-Raf peptide binding; 0.19% of 160,000 active; inhibition, % at 40 µM; P61981; in the data active = inhibition above about 30%;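 also: 0% = protein plus tracer without compound and 100% = blank with tracer alone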
Target sequence (P61981 whole entry, looked up): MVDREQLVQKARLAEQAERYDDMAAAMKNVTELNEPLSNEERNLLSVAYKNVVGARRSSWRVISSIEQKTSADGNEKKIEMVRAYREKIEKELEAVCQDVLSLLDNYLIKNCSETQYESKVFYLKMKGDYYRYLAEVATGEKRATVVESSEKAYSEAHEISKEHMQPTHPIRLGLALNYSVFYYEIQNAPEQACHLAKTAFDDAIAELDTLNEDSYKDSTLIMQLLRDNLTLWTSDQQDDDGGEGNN
An asterisk follows results filed as active; & = joins results of further samples. An excerpt (hit frequency here may not be typical).

SMILES | 14-3-3g Raf
COc1cccc(N2C(=O)CC(Sc3ccccn3)C2=O)c1 (stereo not drawn) | -1.2
O=C1c2ccccc2S(=O)(=O)N1Cc1cccc2ccccc12 | 8.3
O=C(CSc1nnc(-c2cccnc2)n1C1CCCCC1)NC1CCCC1 | -2.2
COCCn1nnnc1C(c1cc2cc(C)ccc2[nH]c1=O)N1CCN(C2CCCCC2)CC1 (stereo not drawn) | -5.2
Cc1cccc(CSc2nnc(Cn3c(=O)sc4ccccc43)n2C)c1 | -0.1
CCC(C)n1c(C)nc2c(c1=O)c1nc3ccccc3nc1n2-c1ccc2c(c1)OCCO2 (stereo not drawn) | -15.7
Cc1noc(/C=C/N(C)C)c1S(=O)(=O)N1CCCC(C(=O)NCc2ccccc2Cl)C1 (stereo not drawn) | 2.9
O=C(O)CCCC(=O)N1CCc2cc(S(=O)(=O)N3CCc4ccccc43)ccc21 | -1.0
Fc1ccccc1Nc1nc(NCc2ccco2)c2ccccc2n1 | -2.2
Cc1ccc(C)n1-c1ccc(OC(=O)c2ccccc2Cl)cc1 | -82.4
O=C(NCC1CCCO1)C1CCN(S(=O)(=O)c2cnc[nH]2)CC1 (stereo not drawn) | 0.2
Cc1cc(N2CCCc3ccccc32)n2ncnc2n1 | -1.4
COC(=O)c1c(NC(=O)c2ccc(S(=O)(=O)N3CCCCC3)cc2)sc2c1CCN(C)C2 | -46.4
O=C(CC1SC(=Nc2ccccc2)N(c2ccccc2)C1=O)Nc1ccc(F)cc1 (stereo not drawn) | 3.8
O=C(O)CCCN1CNC(=S)NC1 | -2.6
Cc1ccn2cc(-c3ccc(Cl)cc3)cc2c1 | -68.3
COC(=O)c1ccc(C2C(C(=O)Nc3ccccc3C)=C(C)Nc3ncnn32)cc1 (stereo not drawn) | -7.2
CC(C)CC1CC(C)(c2csc(Nc3ccccc3Cl)n2)OC1=O (stereo not drawn) | 0.7
O=C(CC(=O)c1ccccc1O)c1cccc(F)c1 | -5.8
O=C(CSc1nnc2scc(-c3ccccc3)n12)Nc1ccc(-c2nc3ccccc3s2)cc1 | -6.7
Cc1csc(C(C#N)C(=O)c2ccncc2)n1 (stereo not drawn) | -40.4
Cc1ccccc1-c1ccc(C=Nc2c(C)n(C)n(-c3ccccc3)c2=O)o1 | -10.6&-8.8
CC(=O)Nc1ccc(S(=O)(=O)Nc2nccc(C3Cc4ccccc4C(=O)O3)n2)cc1 (stereo not drawn) | -6.2&0.6
C(=Cc1ccc(C=Cc2ccncc2)cc1)c1ccncc1 | -17.8
O=C(OCc1cc2ccccc2[nH]c1=O)c1ccco1 | 2.5

Overlap with the part before: 2 entries; new compounds follow.
SMILES | 14-3-3g Raf
C(=Cc1ccc(C=Cc2ccncc2)cc1)c1ccncc1 | -17.8
O=C(OCc1cc2ccccc2[nH]c1=O)c1ccco1 | 2.5
CSc1nc(N)nc(SC2C=CCCC2)c1C#N (stereo not drawn) | -3.8
O/N=C1/CCCCC1c1ccccn1 (stereo not drawn) | -2.7
Clc1ccc(-c2nc(N3CCOCC3)c3ccccc3n2)cc1 | 0.3
CC(C)Cc1cc(C(=O)NCc2ccco2)no1 | -3.6
O=c1c2ccccc2ncn1-c1ccc2c(c1)OCCO2 | -2.5
COCCNC(=O)CN(C)S(=O)(=O)c1ccc2c(c1)OCCO2 | -3.3
CCn1cc(C(=O)N2CCc3ccccc32)c(=O)c2cc(S(=O)(=O)N3CCOCC3)ccc21 | -9.1&4.4
O=C(Cc1ccc(Cl)cc1)Nc1c[nH]c(=O)[nH]c1=O | 6.6
Cc1ccc(-n2nc(C(=O)N(C)c3ccccc3Cl)c3c4ccccc4n(C)c3c2=O)cc1 | 0.3
CCn1c2ccc(CC(=O)O)cc2c2cc(CC(=O)O)ccc21 | -8.2
Cc1ccc(S(=O)(=O)n2nc(-c3ccco3)nc2SCc2ccccc2)cc1 | -7.7
CC(=O)C1=C(c2ccc(Br)cc2)C(=O)c2ccccc2C1=O | -8.6
O=C(c1ccccc1)n1nc(-c2ccccc2)nc1NCc1ccco1 | 0.9
COc1cccc(CC(CC(=O)O)C(=O)Nc2cc(C)ccc2C)c1 (stereo not drawn) | -5.5
O=C(CN1CCCCC1)Nc1ccc(S(=O)(=O)NC2CCCCC2)cc1 | -5.4
O=C(c1ccco1)N1CCN=C1SCc1ccccc1 | 4.5
O=C(O)c1ccc(CN2CCCN(S(=O)(=O)c3ccc(F)cc3)CC2)cc1 | 3.8
CCCCNC(=O)c1sc2ncnc(N3CCc4ccccc4C3)c2c1C | 0.7
CCCOC(=O)c1ccc(NC(=O)C2CC(=O)N(c3ccccc3)C2)cc1 (stereo not drawn) | 9.2
COc1ccc(CN2C(=O)c3cccnc3C2Nc2cc(Cl)ccc2OC)cc1 (stereo not drawn) | -6.6
COC(=O)c1cc(Br)c(=O)n(Cc2ccc(C(=O)O)cc2)c1 | -15.1
Cc1noc(C)c1C(=O)N1CCN(c2ncccn2)CC1 | -3.8
COc1ccc(-c2cn3c(C)c(C(=O)N4CCN(c5ccccc5)CC4)sc3n2)cc1 | -8.4
CCN1C(=O)c2cccc3c(NC(=O)c4ccc(Cc5ccccc5)cc4)ccc1c23 | 1.4
CC(=O)N1CCc2cc(S(=O)(=O)CCC(=O)Nc3ccc4c(c3)OCCO4)ccc21 | -1.2
(list continues)
SMILES | 14-3-3g Raf
Cc1ccc(S(=O)(=O)C2(C(=O)NC3CCCCCC3)CC2)cc1 | 1.7
CCOCCOC(=O)C1=C(C)NC2=C(C(=O)CCC2)C1c1ccc(-c2ccccc2)cc1 (stereo not drawn) | -3.2
CCN(CCCNC(=O)C1CCN(S(=O)(=O)N2CCC3(CC2)OCCO3)CC1)c1ccccc1 | 0.6
Cc1cc(Nc2ccc(N3C(=O)CCC3=O)cc2[N+](=O)[O-])no1 | 13.2
Cc1cc2nnc(SCc3ccccc3)n2c(N)n1 | -5.0
COc1ccc(CN=C2NC(=O)CC(C(=O)Nc3cc(C)cc(C)c3)S2)cc1 (stereo not drawn) | -3.3
CCn1cc(C(=O)N2CCOCC2)c(=O)c2cc(S(=O)(=O)N(C)C3CCCCC3)ccc21 | -0.1
CC(C)c1nc(SCC(=O)NCc2ccccc2)n[nH]1 | -5.9
Cc1cc(OCCN2CCCCC2)nc2ccccc12 | -1.3
CCOc1ccc(C(=O)Nc2ccc3oc(Cc4ccc(Cl)cc4)nc3c2)cc1Br | -9.5
Cc1ccc(Cl)cc1N1CCN(C(=O)CCSCc2ccc(Cl)cc2)CC1 | 6.8
NS(=O)(=O)c1ccc(Br)s1 | 3.5
CC(C)C1=CC23CCC4C(C)(C(=O)O)CCCC4(C)C2CC1C1C(=O)N(CCO)C(=O)C13 (stereo not drawn) | -8.3
CCn1c(C(C)NC(=O)c2ccc(OC)c(OC)c2)nc2ccccc21 (stereo not drawn) | -7.9
Cc1cc2cc(CCNC(=O)CC(C)C)c(=O)[nH]c2cc1C | -0.1&-11.1
Cc1ccc(OCCCC(=O)Nc2ccc(N3CCOCC3)cc2)c(C)c1 | -11.2
CCSc1nc2c(c(=O)[nH]1)C(c1cccnc1)C(C(=O)OC(C)C)=C(C)N2 (stereo not drawn) | -3.9
Cc1onc(-c2ccccc2Cl)c1C(=O)N1CC(C)CC(C)C1 (stereo not drawn) | 0.4
CC(C)c1nnc(NC(=O)c2ccc(C(=O)c3ccccc3)cc2)s1 | -3.5
CN(C)CCCN1C(=O)C(=O)/C(=C(/O)c2ccc3c(c2)OCO3)C1c1ccccn1 (stereo not drawn) | 3.1
O=C(Nc1nonc1NC(=O)c1ccccc1)c1ccccc1 | -4.4
O=C(c1ccc(S(=O)(=O)N2CCCC2)cc1)N1CCN=C1SCc1ccc([N+](=O)[O-])cc1 | -8.1
O=C(CN1C(=O)c2ccccc2C1=O)Nc1cccnc1 | 1.4
CCOc1ccc(C(N)CC(=O)O)cc1 (stereo not drawn) | -5.8
CC(=O)c1ccc(N(C(C)=O)c2nc(-c3cc4cc(Cl)ccc4oc3=O)cs2)cc1 | -7.2

Taken from above.
14-3-3g Raf, CN(C)CCCN1C(=O)C(=O)/C(=C(/O)c2ccc3c(c2)OCO3)C1c1ccccn1 (stereo not drawn) : 3.1
14-3-3g Raf, CC(C)C1=CC23CCC4C(C)(C(=O)O)CCCC4(C)C2CC1C1C(=O)N(CCO)C(=O)C13 (stereo not drawn) : -8.3
14-3-3g Raf, Cc1onc(-c2ccccc2Cl)c1C(=O)N1CC(C)CC(C)C1 (stereo not drawn) : 0.4
14-3-3g Raf, Cc1cc(Nc2ccc(N3C(=O)CCC3=O)cc2[N+](=O)[O-])no1 : 13.2

Back to the main list; the 2 compounds before the break are reprinted first.
SMILES | 14-3-3g Raf
CCOc1ccc(C(N)CC(=O)O)cc1 (stereo not drawn) | -5.8
CC(=O)c1ccc(N(C(C)=O)c2nc(-c3cc4cc(Cl)ccc4oc3=O)cs2)cc1 | -7.2
Cc1oc(-c2cccc(Cl)c2)[n+]([O-])c1C | -3.9
Cc1ccc(CCNC(=O)C2CCC(=O)N2C(C)C)cc1 (stereo not drawn) | -6.3&6.1
COc1ccc2[nH]cc(C(=O)CN3CCC(C)CC3)c2c1 | -12.8
CCOC(=O)c1c(C)oc2cc(Br)c(O)c(Br)c12 | -1.1
Cc1cc(C#N)c2ccccc2n1 | -5.5
Cc1ccc(CNC(=O)C2C3C=CC4(CN(Cc5cccs5)C(=O)C24)O3)cc1 (stereo not drawn) | 0.0
O=[N+]([O-])c1cc2c(cc1C=Nc1cccc(-c3nc4cc(Cl)ccc4o3)c1)OCO2 | -51.7
CCOC(=O)C(C)(C)Sc1nc2c(cnn2-c2ccc(Cl)cc2)c(=O)[nH]1 | -1.0
COC(=O)CC1C(=O)NCCN1C(=O)Nc1ccccc1 (stereo not drawn) | -8.0
Clc1cccc(CN2CCN(Cc3ccco3)CC2)c1 | -5.3
Cc1ccc(-c2noc(CSc3nc4ccccc4[nH]3)n2)cc1 | -5.1
COC(=O)c1ccc(NC(=O)N2CCOCC2)cc1 | -5.1
O=C(Nc1ccc(Cl)cc1)c1cc(S(=O)(=O)N2CCCCCC2)ccc1F | -1.3
O=[N+]([O-])c1ccc(N2CCN(S(=O)(=O)c3cccc4nonc34)CC2)cc1 | -55.5
Cn1c(=O)c2c(nc(CN3CCC(C(N)=O)CC3)n2Cc2ccccc2F)n(C)c1=O | -1.9
CCOC(=O)C1=C(C)NC(C)=C(C(=O)OCC)C1C(=O)OC1CCOC1=O (stereo not drawn) | -0.8
CC1CCCN(C/C(O)=C(\C#N)c2nc3ccccc3[nH]2)C1 (stereo not drawn) | 5.8
Cc1nn(Cc2ccccc2Cl)c(C)c1NC(=O)c1cc(-c2ccc(F)cc2)on1 | -10.0
Cc1ncc([N+](=O)[O-])n1C | -1.0
O=[N+]([O-])c1ccc2nn(Cc3ccco3)cc2c1 | -8.5
CC1=C(C(=O)Nc2ccccc2)C(c2ccc(C(F)(F)F)cc2)NC(=S)N1 (stereo not drawn) | -2.8
CCCCNC(=O)c1cc(C)nc2ccccc12 | -5.2
Cc1ccc(N2C(=O)C3C4c5ccccc5C(C(=O)O)(c5ccccc54)C3C2=O)cc1 (stereo not drawn) | 4.2
COc1ccccc1NS(=O)(=O)c1ccccc1C#N | -5.9
N#CC1=C(N)OC2=C(C(=O)CCC2)C1c1ccccc1 (stereo not drawn) | 5.1

Brought forward from above: 2 entries; new compounds follow.
SMILES | 14-3-3g Raf
COc1ccccc1NS(=O)(=O)c1ccccc1C#N | -5.9
N#CC1=C(N)OC2=C(C(=O)CCC2)C1c1ccccc1 (stereo not drawn) | 5.1
O=C(O)CCN1C(=O)C(=O)/C(=C(/O)c2ccccc2)C1c1ccc(Br)cc1 (stereo not drawn) | -5.4
CCC1(C)Cc2c(sc3[nH]c(=S)n(-c4ccc(OC)cc4)c(=O)c23)CO1 (stereo not drawn) | -9.7
CCOC(=O)c1sc(C)c2c1NC(C)(c1cccs1)NC2=O (stereo not drawn) | -10.0&-6.0
O=S(=O)(Nc1ccc(Br)cc1)c1cccc2nsnc12 | -3.0
COc1ccc(OC)c(CN2C(=O)CCC2(C)C(=O)NC2CCCCCC2)c1 (stereo not drawn) | 9.2
CCOCCn1c(CN2CC(C)OC(C)C2)nc2c1c(=O)n(C)c(=O)n2C (stereo not drawn) | -5.4
O=C(CN1C(=O)c2ccccc2C1=O)Nc1cccc(-c2nc3ccccc3c(=O)o2)c1 | -7.5
COc1ccc(Cl)cc1NC(=O)C1CCCN(c2cc(C)nc3ncnn23)C1 (stereo not drawn) | -13.7
CCCOC(=O)C1=C(C)NC2=C(C(=O)CCC2)C1c1cc(Br)ccc1OC (stereo not drawn) | 2.2
COC(=O)c1cccc(NC(=O)CSc2nnc(COc3cccc(C)c3)n2C)c1 | -3.0
NC(=O)C1(N2CCCCC2)CCN(C(=O)c2cccn3c(=O)c4cc(Cl)ccc4nc23)CC1 | -75.2&-196.9
CCN1CCCC1CNC(=O)C1(O)c2ccccc2NC(=O)N1c1cccc(OC)c1 (stereo not drawn) | -1.3
CCn1c(=O)cc(SCC(=O)NCc2ccco2)c2ccccc21 | -12.7
COc1ccc(-c2cc(C(F)(F)F)nc(SCC(=O)N3CCOCC3)n2)cc1OC | 5.1
Cc1sc2c(c1C)c(=O)n(-c1ccccc1)c(=O)n2CC(=O)NCCC1=CCCCC1 | -21.7
COc1ccc(N2C(=O)C(=O)/C(=C(/O)c3ccc(Cl)cc3)C2c2ccccc2F)cc1 (stereo not drawn) | 4.0
CCOC(=O)c1c(C)nn2/c(=C(/[O-])OCC)c(C)n[n+]12 | 2.9
CCOc1ccc(-n2nnc3c(=O)n(CC(=O)N4CCCc5ccccc54)cnc32)cc1 | 2.7
COc1ccc(S(=O)(=O)Cc2ccc(C(=O)N3CCCC3)o2)cc1 | 3.2
COCCCNC(=O)c1ccc(N2CCN(c3ccccn3)CC2)c([N+](=O)[O-])c1 | -4.6
O=C(Nc1nnc(-c2ccccc2)s1)c1ccccc1Br | -6.2
